Assay outcomes: PubChem BioAssay, Broad Institute
Xi reactivation – reactivates the inactive X chromosome in mouse fibroblasts. hit rate 0.055% among 360,000. XiGFP mouse fibroblasts, % GFP-positive cells imaging, 3 d; cells co-treated with 5-aza-dC sensitizer; scaled so ellipticine positive control = 100%. activation, % at 7.58 µM;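 active = mean normalized replicate activation at least 10% and every replicate at or above 10%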;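 also: 0% = median of on-plate neutral control wells and 100% = ellipticine 6 µM median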
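Material: SV40-immortalized XiGFP fibroblast cells, line 68-5-11 | Buffer or medium: DMEM containing 5-aza-dC | Dosing: One concentration, pinned | Times: 3 d treatment, 15 min room-temperature fixation | Controls: Ellipticine 6 µM positive control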
RAD52 anneal inh – inhibitors of human RAD52 DNA annealing; P43351; recombinant RAD52 DNA annealing, FRET fluorescence; inhibition, % at 18.7 µM; hit rate 0.46% among 360,000; AID 651710;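 active = every replicate showing at least 50% inhibition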
GSIS activator – primary screen for activators of insulin secretion dependent on glucose, INS-1E cells, GLuc reporter luminescence | AID 743287 | hit rate 0.61% among 370,000 | activation, % at 16.6 µM | INS-1E GLuc reporter insulin secretion, 2-3 h;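 active = lowest replicate activation of at least 40%, so every replicate reaches that level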;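 also: 0% = median of neutral control wells and 100% = median of IBMX positive control wells; some compounds called inactive have numbers as strong as hits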
ARNT-TACC3 inh – disruptors of human ARNT/TACC3 interaction; inhibition, % at 9.99 µM; AID 623870; AlphaScreen His-ARNT PAS-B/GST-TACC3 binding, luminescence; TACC3 fragment carries E629A point mutation; hit rate 0.66% among 390,000;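 active = mean inhibition of replicates at least 50% and at least half of replicates each reaching 50%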;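 also: 0% = complete ARNT plus TACC3 wells and 100% = ARNT alone without TACC3; many hits fall short of the cut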
ERAP1 inh – inhibitors of human ERAP1 aminopeptidase; Q9NZ08; recombinant ERAP1, Leu-AMC fluorescence, 60 min; inhibition, % at 10.7 µM; hit rate 0.15% among 340,000;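 active = mean replicate inhibition of at least 30%, or all replicates individually reaching that 30% level; inactive = mean below 30% and not every replicate reaching it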;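 also: 0% = neutral control wells and 100% = L-leucinethiol positive control wells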
RAD54 inh – blocks human RAD54 Holliday junction branch migration; FAM/BHQ fluorescence; hit rate 0.14% among 360,000; inhibition, % at 10.4 µM;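 active = mean normalized replicate activity at least 40 and at least half of replicates scoring 40 or more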;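 also: 0% = median of neutral control wells and 100% = median of positive control wells; inhibitors cause a drop in the FAM fluorescence signal; in these data hits start at about 50%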
Target sequence (Q92698 whole entry, looked up): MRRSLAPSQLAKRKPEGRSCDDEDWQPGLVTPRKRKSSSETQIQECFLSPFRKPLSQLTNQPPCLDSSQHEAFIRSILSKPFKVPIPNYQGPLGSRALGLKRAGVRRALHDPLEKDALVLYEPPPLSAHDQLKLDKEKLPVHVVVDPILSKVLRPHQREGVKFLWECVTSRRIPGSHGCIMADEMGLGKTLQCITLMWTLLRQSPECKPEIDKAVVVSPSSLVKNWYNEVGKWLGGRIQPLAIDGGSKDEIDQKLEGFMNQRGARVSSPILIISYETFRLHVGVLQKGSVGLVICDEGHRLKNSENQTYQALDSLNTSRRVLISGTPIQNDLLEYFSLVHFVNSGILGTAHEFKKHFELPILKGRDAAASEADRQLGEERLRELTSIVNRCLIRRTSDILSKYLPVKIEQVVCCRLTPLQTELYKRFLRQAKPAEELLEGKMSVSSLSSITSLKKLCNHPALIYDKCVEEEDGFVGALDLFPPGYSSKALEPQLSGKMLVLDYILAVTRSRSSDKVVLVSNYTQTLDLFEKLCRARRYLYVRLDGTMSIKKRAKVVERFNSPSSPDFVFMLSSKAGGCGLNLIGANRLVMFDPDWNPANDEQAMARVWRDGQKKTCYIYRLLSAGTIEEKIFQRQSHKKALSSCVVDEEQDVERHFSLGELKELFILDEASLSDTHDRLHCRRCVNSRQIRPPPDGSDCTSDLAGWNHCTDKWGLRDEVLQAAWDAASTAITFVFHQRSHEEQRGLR
esBAF inh – blocks esBAF chromatin remodeling in mouse ES cells; reporter increase, % at 12.5 µM; hit rate 2% among 350,000; Bmi1-luciferase knock-in reporter, 24 h; 100% = twice the neutral-well signal; in the data active = activation above about 40%;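 also: 0% = median of the plate's neutral control wells and 100% = double that signal; a rise in the Bmi1 reporter signal indicates esBAF inhibition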
F508del corr – correctors of CFTR F508del function in bronchial epithelial cells. CFBE cells, YFP halide quenching; stimulated with forskolin plus potentiator P3; % fluorescence drop versus neutral controls. activity (quench increase), % at 7.58 µM. hit rate 0.36% among 350,000;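 active = mean added fluorescence quench of at least 8% versus neutral control, with both replicates also reaching 8%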;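 also: cells transiently co-express mutant CFTR-F508del with the halide-sensitive YFP; corrector assay measuring rescue of mutant channel to the surface after 24 h compound exposure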
* hit, by the source's call. This is a random part of the collection; overall some 3.3% were active at least once.

What do the screens show for `Cc1ccc(C)c(S(=O)(=O)N2CCN(C(=O)Cn3c(=O)cnc4ccccc43)CC2)c1`?
Xi reactivation: -0.1; RAD52 anneal inh: -1.6; GSIS activator: 20.4; ARNT-TACC3 inh: -2.6; ERAP1 inh: -4.3; RAD54 inh: 2.7; esBAF inh: -0.7; F508del corr: -8.3

How did CN(c1ccc(NC(=O)CCc2c[nH]c3ccccc23)cc1)c1ccccn1 do in these assays?
Xi reactivation: 0.1; RAD52 anneal inh: -4.8; ERAP1 inh: 3.2; F508del corr: 0.2

Results for CCN1C(=O)[C@H]2[C@@H](c3ccc(-c4ccc(F)cc4)cc3)N3CCCC[C@@]3(C(=O)OC)[C@H]2C1=O ?
Xi reactivation: 0.0; RAD52 anneal inh: -41.9; GSIS activator: -3.2; ARNT-TACC3 inh: 1.3; ERAP1 inh: -1.8; RAD54 inh: 5.2; esBAF inh: 0.5; F508del corr: -3.3

Results for COc1cc2c(cc1OC)CN(Cc1cc(=O)oc3cc(C)c(C)cc13)CC2 ?
Xi reactivation: 0.3; GSIS activator: -2.4; ARNT-TACC3 inh: -6.1; esBAF inh: 3.4

Results for COc1ccc([N+](=O)[O-])cc1NS(=O)(=O)c1ccccc1 ?
Xi reactivation: 0.0; GSIS activator: 13.5; ARNT-TACC3 inh: -14.5; esBAF inh: -1.1

What do the screens show for `COc1ccc(NC(=O)Nc2ccc3c(c2)C(=O)N([C@H](C)CO)C[C@@H](C)[C@@H](CN(C)S(=O)(=O)c2ccc(F)cc2)OCCCC[C@@H](C)O3)cc1`?
Xi reactivation: 0.1; RAD52 anneal inh: -15.8; GSIS activator: -2.0; ARNT-TACC3 inh: 26.8; ERAP1 inh: 1.5; RAD54 inh: 4.5; esBAF inh: 7.1; F508del corr: 2.9

What do the screens show for `COc1ccc(CNC(=O)C[C@H]2C=C[C@H](NS(=O)(=O)c3cccc(OC)c3)[C@@H](CO)O2)cc1`?
Xi reactivation: -0.2; RAD52 anneal inh: -9.0; GSIS activator: 8.6; ARNT-TACC3 inh: -1.2; ERAP1 inh: 1.6; RAD54 inh: -9.6; esBAF inh: 0.0; F508del corr: 2.1

What do the screens show for `CCc1c(C)[nH]c2c1C(=O)C(CN1CCOCC1)CC2` (centres undefined)?
Xi reactivation: 0.0; RAD52 anneal inh: -7.9; ARNT-TACC3 inh: 0.1; ERAP1 inh: -0.3; RAD54 inh: -7.1; esBAF inh: -6.1; F508del corr: -3.2

Results for Cc1ccc(C(=O)Nc2nnc(S(=O)(=O)N3CCOCC3)s2)cc1 ?
Xi reactivation: 0.0; RAD52 anneal inh: -9.2; ARNT-TACC3 inh: -5.1; ERAP1 inh: 2.6; RAD54 inh: 14.6; esBAF inh: 8.3; F508del corr: 5.3

How did COc1ccc(Cc2nc3ccc(C(=O)NCc4cc(C)no4)cc3o2)cc1OC do in these assays?
Xi reactivation: 0.0; RAD52 anneal inh: -3.1; GSIS activator: 7.6; ERAP1 inh: 2.1; RAD54 inh: 0.5; esBAF inh: 8.5; F508del corr: -2.9

Results for C[C@@H]1CCCCO[C@@H](CN(C)C(=O)CCC(F)(F)F)[C@@H](C)CN([C@H](C)CO)C(=O)c2cc(NC(=O)c3ccncc3)ccc2O1 ?
Xi reactivation: -1.0; GSIS activator: 16.1; ARNT-TACC3 inh: -4.2; RAD54 inh: -10.6; esBAF inh: 1.3; F508del corr: 0.1

Results for CCOC(=O)c1ccc(O)c(-n2cc3c(c2-c2ccccc2)c(=O)n(C)c(=O)n3C)c1 ?
Xi reactivation: -0.1; RAD52 anneal inh: -12.1; GSIS activator: -2.5; ERAP1 inh: -0.3; RAD54 inh: -0.8; esBAF inh: 2.7; F508del corr: 1.0

Results for O=C(NCCc1ccc(F)cc1)C(=O)Nc1cc2c3c(c1)CC(=O)N3CCC2 ?
Xi reactivation: 0.0; RAD52 anneal inh: -23.2; GSIS activator: 13.0; ARNT-TACC3 inh: -5.8; ERAP1 inh: -1.2; RAD54 inh: 1.1; esBAF inh: -0.7; F508del corr: -1.9

Results for FC(F)(F)c1cccc(-c2cc3ccccc3nc2N2CCCC2)c1 ?
GSIS activator: -3.5; ARNT-TACC3 inh: -29.4; RAD54 inh: -9.3; esBAF inh: -9.2

Results for CCN(CC)CCN(C)C(=O)CCc1nnc(-c2ccc(C)s2)o1 ?
Xi reactivation: -0.1; RAD52 anneal inh: -14.8; GSIS activator: -1.7; ARNT-TACC3 inh: 5.2; ERAP1 inh: -2.0; RAD54 inh: -2.2; esBAF inh: 5.5; F508del corr: -2.3

Results for COc1ccccc1-c1ccc2c(c1)O[C@@H](CN(C)C(=O)Nc1cccc(F)c1)[C@H](C)CN([C@@H](C)CO)S2(=O)=O ?
Xi reactivation: 0.6; RAD52 anneal inh: 27.7; GSIS activator: -26.1; ARNT-TACC3 inh: -4.6; ERAP1 inh: 0.7; RAD54 inh: -8.1; esBAF inh: 0.3; F508del corr: 4.4

How did CCN(CC)S(=O)(=O)N1CCC(C(=O)NCc2ccc(C)cc2)CC1 do in these assays?
GSIS activator: 12.1; ARNT-TACC3 inh: -3.6; RAD54 inh: -1.0; esBAF inh: 1.9

How did O=C(COc1ccc(C(=S)N2CCCC2)cc1)Nc1ccc(F)cc1 do in these assays?
Xi reactivation: 0.6; RAD52 anneal inh: -33.3; GSIS activator: -4.7; ARNT-TACC3 inh: 1.1; ERAP1 inh: -1.1; RAD54 inh: -1.3; esBAF inh: 3.2; F508del corr: 1.5

How did Cc1ccc2[nH]cc(C(=O)NCc3cccs3)c(=O)c2c1 do in these assays?
RAD52 anneal inh: -19.6; GSIS activator: 19.8; ARNT-TACC3 inh: 0.8; ERAP1 inh: -2.4; RAD54 inh: 4.1; esBAF inh: 10.2; F508del corr: 1.1

What do the screens show for `C[C@@H]1CN([C@H](C)CO)C(=O)c2c(c3ccccc3n2C)-c2ccccc2CO[C@H]1CN(C)S(=O)(=O)c1ccc(C#N)cc1`?
Xi reactivation: -0.1; RAD52 anneal inh: 25.9; GSIS activator: 0.7; ARNT-TACC3 inh: 14.5; ERAP1 inh: -0.9; RAD54 inh: -1.7; esBAF inh: 13.9; F508del corr: 1.6

How did O=C(Nc1ccc(N2CCOCC2)nc1)c1cccs1 do in these assays?
Xi reactivation: 0.0; RAD52 anneal inh: -27.6; GSIS activator: 3.2; ARNT-TACC3 inh: 32.6; ERAP1 inh: -6.8; RAD54 inh: 0.6; esBAF inh: 31.5; F508del corr: 1.4

How did COc1ccc(NC(=O)CNC(=O)Cn2cnc3sc4c(c3c2=O)CCCC4)cc1OC do in these assays?
Xi reactivation: -0.1; RAD52 anneal inh: -1.8; GSIS activator: 0.2; ARNT-TACC3 inh: -2.5; ERAP1 inh: 2.2; RAD54 inh: 10.7; esBAF inh: -2.2; F508del corr: -0.6

Results for CCCCN(C=O)c1c(CC)nc2ccc(C(=O)N3CCN(C(C)=O)CC3)cn12 ?
Xi reactivation: 0.5; RAD52 anneal inh: -1.8; GSIS activator: 11.2; ERAP1 inh: 1.5; RAD54 inh: -7.7; esBAF inh: -2.6; F508del corr: -2.6

How did Cc1ccc(OCC(=O)OCC(=O)Nc2ccc3c(c2)OCO3)cc1C do in these assays?
Xi reactivation: 0.0; RAD52 anneal inh: -9.5; GSIS activator: -11.2; ARNT-TACC3 inh: -4.5; ERAP1 inh: -4.3; RAD54 inh: -1.1; esBAF inh: -4.3; F508del corr: -4.3

Results for Cc1ccc(S(=O)(=O)N2CC=C(C(=O)NC3CC3)CC2)cc1 ?
Xi reactivation: -0.1; RAD52 anneal inh: -9.8; GSIS activator: -2.1; ARNT-TACC3 inh: -4.4; esBAF inh: 1.5; F508del corr: -1.7

What do the screens show for `COc1ccc(CNC(=O)c2cc3c(=O)n4cccc(C)c4nc3n(CC3CCCO3)c2=N)cc1` (centres undefined)?
Xi reactivation: 0.4; RAD52 anneal inh: -66.5; GSIS activator: 1.7; ARNT-TACC3 inh: -6.4; ERAP1 inh: -11.5; RAD54 inh: -25.4; esBAF inh: 2.1; F508del corr: 2.7

How did Cc1ccc(CNC(=O)c2ccc(N3CCC4(CC3)CC(c3ccccc3)=NO4)c(NC(=O)c3cccc(C)c3)c2)cc1 do in these assays?
Xi reactivation: 0.0; RAD52 anneal inh: -16.6; GSIS activator: 6.5; ERAP1 inh: -2.8; RAD54 inh: -0.6; esBAF inh: -4.2; F508del corr: 0.8

What do the screens show for `Cc1ccc2cc(CCNC(=O)C3CCCC3)c(=O)[nH]c2c1`?
Xi reactivation: -0.1; RAD52 anneal inh: 3.3; ARNT-TACC3 inh: -1.2; ERAP1 inh: 2.8; RAD54 inh: 8.2; esBAF inh: 4.7; F508del corr: -1.8

Results for CC(C(=O)NCc1ccccc1)n1c(-c2ccc3c(c2)CCO3)nc2ccccc21 (centres undefined) ?
Xi reactivation: -0.1; RAD52 anneal inh: -99.3; GSIS activator: -8.8; ERAP1 inh: -0.6; F508del corr: -2.0

Results for O=C1c2ccccc2C(=O)N1c1ncc(Cc2ccc(Cl)cc2)s1 ?
Xi reactivation: 0.0; RAD52 anneal inh: -14.1; ARNT-TACC3 inh: -7.3; ERAP1 inh: 1.5; F508del corr: 1.7

How did Cc1ccc(N2CC(C(=O)OCC(=O)Nc3cc(C)on3)CC2=O)c(C)c1 (centres undefined) do in these assays?
Xi reactivation: 0.4; RAD52 anneal inh: 0.5; GSIS activator: 12.7; ARNT-TACC3 inh: -0.2; ERAP1 inh: -0.2; RAD54 inh: 1.2; esBAF inh: -5.4; F508del corr: -0.7

What do the screens show for `COC(=O)C1=CN(c2cccc(C(F)(F)F)c2)C=C(C(=O)OC)C1c1ccc(O)c(OC)c1`?
Xi reactivation: 0.2; RAD52 anneal inh: -8.1; GSIS activator: 7.2; ARNT-TACC3 inh: -1.1; ERAP1 inh: -3.6; RAD54 inh: 3.5; esBAF inh: 8.0; F508del corr: 3.6

How did COCCNC(=O)C1CCC(CNS(=O)(=O)c2cccc3nsnc23)CC1 (centres undefined) do in these assays?
Xi reactivation: 0.1; RAD52 anneal inh: -7.5; GSIS activator: 15.6; ARNT-TACC3 inh: -0.1; ERAP1 inh: -4.1; RAD54 inh: 0.0; esBAF inh: -1.6; F508del corr: -6.4

What do the screens show for `CCc1ccc(NC(=O)CN2CCCN(S(=O)(=O)c3ccc(F)cc3)CC2)cc1`?
Xi reactivation: 0.4; RAD52 anneal inh: -13.8; GSIS activator: -18.2; ARNT-TACC3 inh: -2.9; ERAP1 inh: 0.3; RAD54 inh: 1.4; esBAF inh: -12.8; F508del corr: -0.5

How did O=C(NC1=NCCS1)c1nc(-c2ccccc2)n(-c2ccccc2)n1 do in these assays?
GSIS activator: -6.3; ARNT-TACC3 inh: 0.3; RAD54 inh: -5.8; esBAF inh: -10.0

Structural class, the entries above with two or more sulfur atoms.
Results for Cc1ccc(C(=O)Nc2nnc(S(=O)(=O)N3CCOCC3)s2)cc1 ?
Xi reactivation: 0.0; RAD52 anneal inh: -9.2; ARNT-TACC3 inh: -5.1; ERAP1 inh: 2.6; RAD54 inh: 14.6; esBAF inh: 8.3; F508del corr: 5.3

How did COCCNC(=O)C1CCC(CNS(=O)(=O)c2cccc3nsnc23)CC1 (centres undefined) do in these assays?
Xi reactivation: 0.1; RAD52 anneal inh: -7.5; GSIS activator: 15.6; ARNT-TACC3 inh: -0.1; ERAP1 inh: -4.1; RAD54 inh: 0.0; esBAF inh: -1.6; F508del corr: -6.4
